# L3MBTL1 block = blocks human L3MBTL1; hit rate 0.66% among 230,000; AlphaScreen L3MBTL1–H3K9me1 peptide binding; Potency, µM (titrated, usually from 57.1 µM), for the others: top-dose activity, negative = inhibition, actives largely listed as inhibitors; Q9Y468; active means well fitted inhibition curve with a large enough effect; inconclusive means small, poorly fitted or top-dose-only effect; inactive means no such curve, though single readings can be large or run the other way; further: nearly all actives have a fitted effect of over 60% in size
# Target sequence (Q9Y468 whole entry, looked up): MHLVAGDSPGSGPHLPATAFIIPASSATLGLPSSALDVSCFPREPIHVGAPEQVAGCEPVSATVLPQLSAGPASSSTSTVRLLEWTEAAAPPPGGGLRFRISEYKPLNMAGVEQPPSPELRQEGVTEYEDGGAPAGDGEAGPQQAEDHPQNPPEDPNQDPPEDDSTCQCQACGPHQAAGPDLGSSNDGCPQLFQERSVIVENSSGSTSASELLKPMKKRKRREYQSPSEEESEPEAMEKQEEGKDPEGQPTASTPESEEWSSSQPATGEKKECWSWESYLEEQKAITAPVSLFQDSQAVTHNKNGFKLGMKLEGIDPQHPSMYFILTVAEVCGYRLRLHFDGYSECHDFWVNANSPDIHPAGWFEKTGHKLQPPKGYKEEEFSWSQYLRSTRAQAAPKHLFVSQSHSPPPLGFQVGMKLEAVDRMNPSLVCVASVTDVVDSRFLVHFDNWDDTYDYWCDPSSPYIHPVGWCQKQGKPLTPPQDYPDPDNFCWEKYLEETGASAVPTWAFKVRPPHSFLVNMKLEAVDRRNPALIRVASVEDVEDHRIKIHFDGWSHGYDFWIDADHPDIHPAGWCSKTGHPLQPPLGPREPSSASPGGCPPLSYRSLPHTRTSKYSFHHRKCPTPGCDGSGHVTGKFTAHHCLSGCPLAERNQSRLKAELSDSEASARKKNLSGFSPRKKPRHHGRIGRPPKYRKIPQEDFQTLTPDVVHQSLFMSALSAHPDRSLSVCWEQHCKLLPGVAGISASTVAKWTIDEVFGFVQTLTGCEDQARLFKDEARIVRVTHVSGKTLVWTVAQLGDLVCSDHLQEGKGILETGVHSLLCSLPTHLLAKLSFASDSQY
#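 L3MBTL1 (50 nM) pre-complexed 30 min with biotinylated H3(1-15)K9me1 peptide (75 nM), then compounds added for 30 min at room temperature; AlphaScreen streptavidin donor/nickel chelate acceptor beads (10 ug/mL final) read after 30 min dark incubation.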
# * marks the source's active call; other numbers are inactive results; ? = inconclusive; [ ] = dose if it differs, or a comment. On the % scale 0 is the no-effect control and ±100 the full control effect; potency means the concentration at half of the fitted maximal effect. Only part of the results is shown. The share of hits here may be higher or lower than overall.
SMILES,L3MBTL1 block
COc1cc(C2Nc3ccccc3NC3=C2C(=O)CC(C)(C)C3)cc(OC)c1OC(C)=O (centres undefined),4%
CCN(CC)C(=O)[C@H]1C[C@H](CC(=O)NCCN2CCOCC2)C(=O)N2CCc3c([nH]c4cc(CCC(=O)N(C)C)ccc34)[C@]12C,0%
COc1ccc(C2=NOC(Cn3nc(C(=O)NCc4cccc(C(F)(F)F)c4)cc3-c3ccccc3)C2)cc1 (centres undefined),-2%
COc1ccc2c(c1)-c1ccccc1S(=O)(=O)N(C)C2,1%
CCOc1ccc2nc(CN3CCN(Cc4ccccc4OCC)C(CCO)C3)ccc2c1 (centres undefined),1%
CC(=O)c1cccc(NC(=S)NC(=O)Cc2ccc(Cl)cc2)c1,-2%
CS(=O)(=O)N1CCc2cc(C(=O)Nc3ccc(Cl)cc3)ccc21,4%
COc1cc(/C=C2\SC(=Nc3ccc(Cl)c(C(=O)O)c3)NC2=O)c(Br)c(Br)c1O,32µM*
O=C(CSc1nnc(Nc2ccccc2F)s1)NC1CCCC1,26%
COC(=O)c1ccc(/C=C/c2c(-c3ccc(OC)cc3)oc3ccc(N4CCOCC4)cc23)cc1,-3%
CC(Sc1nnc(C2CC2)n1C)C(=O)Nc1ccc(N2CCOCC2)cc1 (centres undefined),0%
CN(CC1CCN(CCc2cccc(C(F)(F)F)c2)CC1)C(=O)c1ccccc1,1%
Cc1cccc(C)c1OC(=O)CN1C(=O)c2ccccc2C1=O,27%
COC(=O)c1ccc(OC)c(Cn2c(=O)n(C)c(=O)c3ccccc32)c1,-2%
COCCN(C(=O)COC(=O)c1ccc(C)s1)c1c(N)n(Cc2ccccc2)c(=O)[nH]c1=O,-15%
CC1CCCN(C(=O)c2ccc3c(c2)OCCO3)C1 (centres undefined),8%
CN(CC(=O)Nc1cccc(F)c1)C(=O)CCC1CCCCC1,10%
CCCN(CC(=O)Nc1ccccc1C)C(=O)CCCOc1ccc(Br)cc1,4%
COCCN(Cc1ccccc1)C(=O)c1ccc2c(c1)NC(=O)CS2,-6%
COc1cc(C)c(C(=O)Oc2cc(C)c(C(=O)O)c(O)c2C)c(O)c1C(=O)O,4%
COc1ccc(CCNS(=O)(=O)c2cccc([N+](=O)[O-])c2)cc1OC,5%
CCN(CC)C(=O)c1[nH]cnc1C(=O)N[C@@H](Cc1ccccc1)C(=O)OC(C)(C)C,-7%
Cc1ccc(S(=O)(=O)N2CCN(C(=O)CCCOc3cccc(C)c3)CC2)cc1,-4%
CC1CN(S(=O)(=O)c2cccc(C(=O)Nc3cc(Cl)ccc3N3CCOCC3)c2)CC(C)O1 (centres undefined),0%
Cc1ccc(C(=O)N/C(=C\c2ccc(-c3ccccc3[N+](=O)[O-])o2)C(=O)NCCN(C)C)cc1,-2%
SMILES,L3MBTL1 block
Cc1c(Cl)cccc1NC(=O)CNC(=O)C1CC(=O)N(C2CCCC2)C1 (centres undefined),-2%
COc1ccc(NC(=O)CN(C)C(=O)CSc2ccc(Br)cc2)cc1,-8%
CCCCNS(=O)(=O)CCNCc1ccco1,2%
COc1cccc(C(=O)NCc2ccc3c(c2)OCO3)c1,-1%
O=S(=O)(Oc1ccc(C(=S)N2CCOCC2)cc1)c1ccc(Cl)cc1,0%
Cn1nc(C(=O)N2CCN(S(=O)(=O)c3ccc(Cl)cc3)CC2)c2ccccc2c1=O,-2%
Cc1ccc(S(=O)(=O)N(C)C)cc1NC(=O)CSc1ccc2c(c1)OCCO2,3%
COc1cc2ccccc2cc1C(=O)NC1CCC(C)CC1 (centres undefined),0%
Cc1ccc(C)c(NC(=O)CCN2CCN(C)CC2)c1,5%
CC(=O)c1cccc(CN2CCC(CO)(CCOc3ccccc3)CC2)c1,-1%
O=C(NCC(c1ccco1)N1CCN(c2ccccc2F)CC1)c1ccc2c(c1)OCO2 (centres undefined),-3%
COc1ccccc1NC(=O)C(=O)Nc1ccc2c(c1)N(C(=O)C1CC1)CCC2,-10%
CCOC(=O)Nc1ccc2c(c1)N(C(=O)CN1CCN(C)CC1)c1ccccc1CC2,0%[2.29 µM]
CCN(CC)c1ccc(NC(=O)COC(=O)C2CCN(c3ccc(C(F)(F)F)cn3)CC2)cc1,?
COc1ccc(N(C)S(=O)(=O)c2cccc(C(=O)OC(C)C(=O)NC3CCCCC3C)c2)cc1 (centres undefined),1%
O=C(O)c1[nH]c2ccccc2c1C(c1cc(Br)ccc1O)c1c(C(=O)O)[nH]c2ccccc12,-8%
CC(C)[C@H](NS(=O)(=O)c1ccc(Cl)cc1)C(=O)OCC(=O)c1c(N)n(C)c(=O)n(C)c1=O,3%
CN(C1CCCCC1)S(=O)(=O)c1ccc(=S)[nH]c1,32%[activator]
Cc1cccc(N(Cc2ccccc2)C(=O)c2ccc(C)c(S(=O)(=O)N3CCOCC3)c2)c1,-3%
O=[N+]([O-])c1ccc(CSC2=NCCN2)cc1,0%
CC(C)(O)c1cc2ccc(C#CCCN3C(=O)c4ccccc4C3=O)cc2c(=O)o1,8%
Cc1cc(C)cc(OCC(=O)Nc2ccc(-n3cnnn3)cc2)c1,-2%
O=C(COc1ncnc2ccc(Br)cc12)NC1CCCC1,-2%
CC(=O)c1c(C)[nH]c(C(=O)N2CCN(S(=O)(=O)c3ccc(C)cc3C)CC2)c1C,-14%
COc1ccc(C(=O)Nc2nc(CC(=O)NCCc3ccccc3OC)cs2)cc1,3%
SMILES,L3MBTL1 block
Cc1ccccc1-c1nc2c(s1)CCc1onc(-c3cccc([N+](=O)[O-])c3)c1-2,-2%
O=C(COC(=O)CCc1nc2ccccc2c(=O)[nH]1)Nc1c(Cl)cccc1C(F)(F)F,0%
CC(=O)Oc1ccc(C(=O)NCc2ccco2)cc1,-4%
CCCCC(CC)CNCc1cccn1CCN1CCOCC1 (centres undefined),-5%
Cc1ccccc1CNC(=O)c1ccc2nc(N3CCOCC3)sc2c1,1%
O=C(Nc1cc(S(=O)(=O)N2CCOCC2)ccc1N1CCOCC1)c1ccccc1F,2%
COc1ccc(C(=O)OCC(=O)c2ccc3[nH]c(=O)[nH]c3c2)c(OC)c1OC,-4%
CCCNC(=O)C1CC(=O)N(c2ccc(OCc3ccc(Cl)cc3)cc2)C1 (centres undefined),3%
CCOC(=O)c1ccc(NC(=O)COc2coc(CN3CCc4ccccc43)cc2=O)cc1,-18%
CC(C)c1ccccc1N=C1SCCCN1C(=O)c1cccc(N2C(=O)CCC2=O)c1,2%
O=C(Nc1cc2c3c(c1)CC(=O)N3CCC2)c1ccc(Br)cc1,-6%
CCCC(C)C1c2c(c(C)c(C)oc2=O)Oc2c(C)c(C)oc(=O)c21 (centres undefined),-5%
CCCOc1ccc(-c2cc3onc(-c4ccccc4)c3c(=O)n2C)cc1,3%
Cc1cc(C)nc(OC(C(=O)O)C(OCc2ccccc2)(c2ccccc2)c2ccccc2)n1 (centres undefined),7%
Cc1cc(C)c(S(=O)(=O)N2CCN(C(=O)CCOc3ccccc3C)CC2)c(C)c1,3%
CC(=O)Nc1ccc(S(=O)(=O)N[C@@H](C)C(=O)NC2CCCc3ccccc32)cc1 (some centres undefined),2%
Cc1ccc(NC(=O)CN(C)C(=O)c2ccc(OCc3c(C)noc3C)cc2)cc1,-6%
COc1cc(C(=O)Nc2cccc(NC(=O)c3cccs3)c2)cc(OC)c1OC,-4%
CC1CC(NC(=O)c2c(O)nc3sccn3c2=O)CC(C)(C)C1 (centres undefined),3%
Cc1ccn2c(=O)nc(SCC(=O)NC3CCCC3)nc2c1,-1%
COc1ccc(NC(=O)NC(=O)c2ccccc2)cc1,3%
O=C(CN1C(=O)NC2(CCCCC2)C1=O)N1CCOCC1,-2%
O=[N+]([O-])c1cccc(CN2CCC(Cc3ccccc3)CC2)c1,-8%
COc1ccc(C)c(NC(=O)NCCc2cnc[nH]2)c1,-4%
Cc1cc(Cl)ccc1OCC(=O)OCC(=O)c1c(N)n(C)c(=O)n(C)c1=O,6%
SMILES,L3MBTL1 block
CN(C)CCCN(C(=O)COc1ccc(Cl)cc1)c1nc2cc3c(cc2s1)OCCO3,2%
CCN(CC(=O)Nc1ccccc1C(F)(F)F)C(=O)c1cccc(S(=O)(=O)N2CCN(C)CC2)c1,4%
CCc1cccc(NC(=O)CN(C)C2=NS(=O)(=O)c3ccccc32)c1,-2%
CN1C(=O)C2(OCCCO2)c2ccccc21,1%
Cc1cccc(CN2CCN(c3ncccn3)CC2)c1,2%
CS(=O)(=O)N(CC(=O)Nc1c(F)cccc1F)Cc1ccccc1,3%
Cc1c(C)n2c(SCC(=O)N3CC(C)OC(C)C3)nnc2[nH]c1=O (centres undefined),-8%
CSc1ccccc1NC(=O)c1cnc2sc(C)cn2c1=O,15%
COc1ccccc1CNC(=O)COc1ccc(Br)c(C)c1,5%
COc1ccc(NC(=O)C(C)(C)Oc2ccc(Cl)cc2)cn1,-4%
Cc1ccc(OCC(=O)NC(C)c2ccccc2)cc1C (centres undefined),11%
Cc1nnc(SCC(=O)Nc2sccc2C(N)=O)s1,-26%
COCC1COS(=O)(=O)NC1(C)C (centres undefined),-1%
CCOc1ccccc1NC(=O)COc1coc(CN2CCc3ccccc3C2)cc1=O,-4%
CCNC(=O)C(=O)N1CCC2(CC1)OCCN2S(=O)(=O)c1ccc(C)cc1,4%
CCC(CC)c1nnc(NC(=O)c2cc([N+](=O)[O-])ccc2N2CCOCC2)s1,3%
Cc1ccccc1N1CCN(Cc2cc3c(cc2[N+](=O)[O-])OCO3)CC1,-8%
COc1cc(C(=O)Nc2ccc(S(=O)(=O)Nc3cnc4ccccc4n3)cc2)cc(OC)c1OC,-4%
Cc1ccccc1OCC(O)CNC1CCCC1 (centres undefined),3%
O=C(Cn1cnc2c(OCc3ccccc3)ncnc21)NCCCn1ccnc1,-11%
O=C(Nc1ccc(Nc2ccccc2)cc1)c1c(F)c(F)c(F)c(F)c1F,-9%
Cc1ccnc2nc(C(=O)OCC(=O)N3CC(C)CC(C)C3)nn12 (centres undefined),-3%
O=C(NCCc1ccccc1)c1ccc(NS(=O)(=O)c2ccc3[nH]c(=O)[nH]c3c2)cc1,4%
CC1CCN(C(=O)COc2coc(CN3CCc4ccccc43)cc2=O)CC1,-3%
Nc1ncnc2c1ncn2C1OC(C(=O)NC2CC2)C(O)C1O (centres undefined),8%
SMILES,L3MBTL1 block
CCOc1ccccc1CN1CCN(Cc2ccc3cc(F)ccc3n2)CC1CCO (centres undefined),-4%
CC(C)N(C(=O)[C@H]1C[C@H](CC(=O)NCCCN(C)C)C(=O)N2CCc3c([nH]c4cc(-c5ccco5)ccc34)[C@]12C)C(C)C,-4%
CCOC(=O)C1CCN(C(=O)COC(=O)c2cc([N+](=O)[O-])ccc2N2CCOCC2)CC1,-3%
COc1ccc(-c2oc(=O)c3cc(OC)c(OC)cc3c2/C=C/c2cccc([N+](=O)[O-])c2)cc1,4%
CCN(CC)CCCN(C(=O)c1ccccc1F)c1nc(-c2ccc(OC)cc2)cs1,-4%
O=C(CSc1nc(=O)n2ccccc2n1)Nc1ccc2c(c1)OCO2,-10%
CCOc1cccc(CN2CCCC(N3CCc4cc(OC)c(OC)cc4C3)C2)c1O (centres undefined),3%
CNc1snc(C)c1C(=O)OCC(=O)Nc1ccc(C)cc1F,4%
Cc1ccc(S(=O)(=O)N[C@H](C(=O)OCC(=O)NC(=O)C2CCCCC2)C(C)C)cc1,-1%
O=C(CSc1ccc2ccccc2n1)NCCCN1CCCC1=O,1%
O=C(CSc1nnc(-c2ccccc2F)n1C1CC1)NCc1ccco1,5%
Cc1ccc(-c2nc3ccccc3c(=O)n2N)cc1,-3%
Cc1ccc(S(=O)(=O)N(C)C)cc1NC(=O)COC(=O)Cc1ccsc1,-1%
COc1ccc(C(=O)Cn2c(NCCCO)nc3ccccc32)cc1OC,?
NC(=O)C1CCCN(C(=O)c2ccc(Cl)c(S(=O)(=O)N3CCc4ccccc43)c2)C1 (centres undefined),-18%

# Screening data (PubChem)
